# Source: PubChem BioAssay
# NTR1 agonist: NTR1-driven beta-arrestin-GFP spot formation – imaging, U2OS cells, high content, primary screen (AID 493036) | activation, % at 20 µM | agonist mode | 0.17% of 330,000 active;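 active = activation at or above 40% of the spot to cytoplasm intensity ratio, with at least 20 cells analyzed; inconclusive = wells under 20 cells, flagged as cytotoxic or low count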;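 note: 0% = DMSO without peptide and 100% = 100 nM NTR1 peptide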
# Target sequence (P30989 whole entry, looked up): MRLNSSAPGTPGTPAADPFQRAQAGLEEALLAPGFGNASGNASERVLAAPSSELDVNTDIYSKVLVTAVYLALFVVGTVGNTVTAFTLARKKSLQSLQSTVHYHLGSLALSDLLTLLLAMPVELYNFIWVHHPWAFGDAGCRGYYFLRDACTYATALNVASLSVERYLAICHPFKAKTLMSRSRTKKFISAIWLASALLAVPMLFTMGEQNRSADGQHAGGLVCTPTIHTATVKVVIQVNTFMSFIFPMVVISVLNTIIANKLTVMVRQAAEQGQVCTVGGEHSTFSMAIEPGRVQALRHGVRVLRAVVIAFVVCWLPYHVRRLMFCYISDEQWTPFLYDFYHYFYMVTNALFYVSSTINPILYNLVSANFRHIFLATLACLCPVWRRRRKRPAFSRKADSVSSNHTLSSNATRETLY
# UTI89 phage lysis: protection from phage-mediated lysis, alamar blue read-out – E. coli UTI89, K1F phage, bacterial capsule biogenesis inhibitors (AID 488966) | one-dose inhibition, % at 100 µM; IC50 in µM for titrated hits | E. coli UTI89 K1F phage lysis, alamar blue, 2 h; higher % means a stronger effect | 0.02% of 340,000 active;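 active = phage lysis inhibition, versus mean bacterial control, above a set limit; inconclusive = no clear call, values can overlap the other calls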;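 note: capsule biogenesis inhibitors block K1F phage lysis so surviving cells raise fluorescence; higher fluorescence means more inhibition of phage lysis; actives were called in the ten point dose series up to 300 µM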
# LYP phosphatase: inhibitors of LYP phosphatase, biochemical, fluorescence intensity, uHTS (AID 1779). recombinant LYP phosphatase, fluorescence intensity; higher % means a stronger effect. inhibition, % at 11.5 µM, or IC50 in µM where a hit was titrated. 0.054% of 290,000 active; in the data active = inhibition above about 50%;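 note: plate controls were vehicle with enzyme for no effect and no enzyme for full effect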
# AID2073: inhibitors of Mint1-CaV2.2 protein interaction, biochemical, HTRF (AID 2073); HTRF protein-protein interaction, Mint1-CaV2.2; higher % means a stronger effect; one-dose inhibition, % at 20 µM; IC50 in µM for titrated hits; 0.19% of 290,000 active; in the data active = inhibition mostly above about 51%, no sharp cut-off; inconclusive = no clear call, values can overlap the other calls; inactive = mostly below about 53%; note: some results filed as inactive read as strong as hits
# GPR35 arrestin U2OS: inhibition of zaprinast-stimulated GPR35 beta-arrestin translocation – imaging, U2OS, beta-arrestin-GFP, zaprinast agonist, primary screen (AID 2058); U2OS GPR35 beta-arrestin-GFP translocation imaging, zaprinast antagonism; higher % means a stronger effect; one-dose inhibition, % at 10 µM; IC50 in µM for titrated hits; 0.052% of 290,000 active;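 active = inhibition of at least 50% with at least 30 cells and total cytoplasm GFP at most 10,000,000; inconclusive = under 30 cells or total GFP of 10,000,000 plus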
# WT yeast gro inh: growth inhibition of WT yeast, mitochondrial fusion screen | mitochondrial fusion phenotypic screen, WT strain | inhibition, % at 10 µM | 2.1% of 190,000 active; in the data active = inhibition above about 58%; tested in S. cerevisiae
# NS5 inhibitors: Dengue-2 NS5 methyltransferase inhibitors, primary screen, biochemical, confirmation dose response (AID 588689). one-dose inhibition, % at 25 µM; IC50 in µM for titrated hits. Dengue-2 NS5 methyltransferase capping enzyme assay, biochemical; higher % means a stronger effect. 0.3% of 340,000 active; in the data active = a potency from the dose series; inconclusive = inhibition above about 29% without an active follow-up result
# RSV CPE inhibition: inhibition of RSV-induced cytopathic effect – HEp-2 cells, primary 10 µM value included (AID 2391) | CPE inhibition, % at 10 µM, or IC50 in µM where a hit was titrated | HEp-2 cells, RSV-induced CPE inhibition; higher % means a stronger effect | 0.13% of 310,000 active; in the data active = a potency from the dose series; inconclusive = CPE inhibition mostly from about 23% at the one dose, without a potency; inactive = the rest, 99 in 100 with CPE inhibition below about 21%; note: strong numbers were not always called active
# Autophagy mod: alters autophagy in cells. MEF GFP-LC3 puncta imaging; test concentration mostly 10 µM. calls only at 10 µM (by protocol). 0.98% of 190,000 active. AID 463193;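 active = percentage of spot-positive cells more than 3 SD above its plate mean, without a fluorescence outlier flag or 80% toxicity; inconclusive = no clear call, values can overlap the other calls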;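 note: spot-positive cell cutoff set from DMSO-treated cells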
# WT yeast gro inh mutant strain: recorded beside WT yeast gro inh, whose call it bears; inhibition, %; mitochondrial fusion phenotypic screen, mutant strain inhibition
# Autophagy mod cell loss 18 h: recorded beside Autophagy mod, whose call it bears; toxicity, %; measured here: cell loss, nuclei count;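 cell loss after 18 h compound exposure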
# NTR1 agonist cell count 20 µM: also measured in NTR1 agonist; calls as there; cell count; measured here: cell count, cytotoxicity flag
# NS5 inhibitors pilot replicate: recorded beside NS5 inhibitors, whose call it bears; inhibition, %; measured here: pilot screen replicate inhibition
# The depositor's hits bear a star; i = inactive; ? = inconclusive; · = not tested or not shown; [ ] = dose if it differs, or a comment. Rows were taken by chance; overall some 2.6% were active at least once.
SMILES,NTR1 agonist,NTR1 agonist cell count 20 µM,UTI89 phage lysis,LYP phosphatase,AID2073,GPR35 arrestin U2OS,WT yeast gro inh,WT yeast gro inh mutant strain,NS5 inhibitors,RSV CPE inhibition,Autophagy mod,Autophagy mod cell loss 18 h,others
Cc1ccc(CSc2nnc(Nc3ccc(C)cc3)s2)cc1,1.4,85,0.3%,4%,-1%,6%,-16,-6,4%,2.6%,i,27,NS5 inhibitors pilot replicate=0.0
COc1cccc(CCC(=O)N2CCC(n3nccc3NC(=O)C3CCOC3)CC2)c1 (centres undefined),-0.9,73,0.3%,-9%,11%,-11%,·,·,1%,0.9%,·,·,
CCC(=O)Nc1ccc(S(=O)(=O)Nc2c(C)nc3nc[nH]n3c2=O)cc1,-1.5,37,-0.1%,-14%,19%,-4%,·,·,-11%,1.9%,·,·,
Cc1cc(O)c(C(C)C)cc1NS(=O)(=O)c1ccccc1,-1.2,85,0.0%,-4%,-6%,0%,-4,15,-1%,1.2%,i,0,
CC(=O)c1cccc(NC(=S)NNC(=O)c2ccco2)c1,0.3,32,-0.7%,-6%,5%,-5%,-1,15,-11%,3.8%,i,12,
O=C1Nc2ccccc2OC1CC(=O)N1CCCC1 (centres undefined),4.0,72,3.2%,19%,-18%,9%,-8,-2,-4%,0.7%,i,1,
CN(CC(=O)Nc1cccc(F)c1)CC(=O)NC(c1ccccc1)c1ccccc1,10,52,-0.9%[50 µM],·,·,·,·,·,-4%,0.5%,·,·,
COc1ccc(C(=O)Nc2ccc3c(c2)nc(CCNC(C)=O)n3C)cc1,-0.9,67,5.1%,-2%,1%,0%,-3,-5,-3%,1.1%,i,5,
COc1cccc(C(=O)N2CCN(Cc3cc(Br)ccc3OC)CC2)c1,1.7,61,1.3%,1%,-1%,0%,6,-5,-8%,3.8%,i,10,
Cc1cc(C)n(Cc2ccc(NC(=O)c3c([N+](=O)[O-])c(C)nn3C)cc2)n1,1.7,60,6.8%,-6%,-5%,-4%,18,23,-3%,-0.7%,i,-1,
O=C(CCNC(=O)c1ccc(Br)cc1)Nc1cccc(S(=O)(=O)N2CCCCC2)c1,-0.4,73,-1.2%,·,·,·,·,·,1%,?,·,·,
CN1CCN(C(=O)/C(=C/c2cn(S(=O)(=O)N(C)C)c3ccccc23)NC(=O)c2ccccc2Cl)CC1,1.6,38,-0.1%,-8%,-4%,7%,·,·,-16%,1.5%,·,·,
CCOC(=O)c1cc(-c2ccccc2)nc2nc(N3CCCCC3)sc12,9.2,77,-6.5%,-8%,8%,9%,4,0,-6%,3.4%,i,2,
CCOc1ccc(CNC(=O)CCCn2ccc3cc(S(=O)(=O)N4CCCC4)ccc32)cc1,0.7,74,0.1%,-11%,7%,3%,·,·,-1%,?,·,·,
N=C1C(c2ccccc2)=C(O)CN1c1cccc(S(=O)(=O)NCc2ccco2)c1,0.5,72,0.3%,-4%,7%,5%,·,·,2%,0.0%,·,·,
Cc1cc(N2C(=O)C(=O)/C(=C(/O)c3ccc(F)cc3)C2c2ccc(Cl)cc2)no1 (centres undefined),6.9,84,2.1%,-3%,6%,-10%,-11,-5,-6%,6.0%,i,0,
O=C1COc2ccc(C(=O)CSc3nnnn3-c3ccccc3)cc2N1,0.3,60,4.0%,-8%,-11%,-9%,-3,-3,15%,-0.2%,i,3,
O=C(CCCN1C(=O)/C(=C/c2ccccc2Cl)SC1=S)NCCCN1CCOCC1,1.4,67,0.0%,4%,-2%,2%,·,·,0%,5.8%,·,·,
Cn1ccnc1C(=O)c1cc(SCC(=O)NCc2ccccc2)nc2ccccc12,0.5,46,-2.6%,3%,27%,-6%,-6,0,6%,2.7%,i,13,
NS(=O)(=O)c1ccc(CNC(=O)c2ccc(Cl)c(S(=O)(=O)NCc3ccccc3)c2)cc1,-0.5,88,0.1%[50 µM],·,·,·,·,·,-4%,0.3%,·,·,

# Gathered by group: the compounds so far with bromine
SMILES,NTR1 agonist,NTR1 agonist cell count 20 µM,UTI89 phage lysis,LYP phosphatase,AID2073,GPR35 arrestin U2OS,WT yeast gro inh,WT yeast gro inh mutant strain,NS5 inhibitors,RSV CPE inhibition,Autophagy mod,Autophagy mod cell loss 18 h,others
COc1cccc(C(=O)N2CCN(Cc3cc(Br)ccc3OC)CC2)c1,1.7,61,1.3%,1%,-1%,0%,6,-5,-8%,3.8%,i,10,
O=C(CCNC(=O)c1ccc(Br)cc1)Nc1cccc(S(=O)(=O)N2CCCCC2)c1,-0.4,73,-1.2%,·,·,·,·,·,1%,?,·,·,

# Back to the main list with the 2 entries that preceded the break.
SMILES,NTR1 agonist,NTR1 agonist cell count 20 µM,UTI89 phage lysis,LYP phosphatase,AID2073,GPR35 arrestin U2OS,WT yeast gro inh,WT yeast gro inh mutant strain,NS5 inhibitors,RSV CPE inhibition,Autophagy mod,Autophagy mod cell loss 18 h,others
Cn1ccnc1C(=O)c1cc(SCC(=O)NCc2ccccc2)nc2ccccc12,0.5,46,-2.6%,3%,27%,-6%,-6,0,6%,2.7%,i,13,
NS(=O)(=O)c1ccc(CNC(=O)c2ccc(Cl)c(S(=O)(=O)NCc3ccccc3)c2)cc1,-0.5,88,0.1%[50 µM],·,·,·,·,·,-4%,0.3%,·,·,
O=C(CCS(=O)(=O)Cc1ccccc1)NC1CCCCC1,1.1,54,-0.5%,-7%,0%,11%,-23,-21,-6%,2.7%,i,10,
Cn1c(CCN2CCCCC2)nc2cc(NC(=O)NC3CCCCC3)ccc21,0.0,71,0.0%,-9%,-3%,-3%,-14,4,-8%,0.8%,·,·,
Cc1cc(C)n(C(=O)c2ccc(NC(=O)CC(C)C)cc2)n1,-0.6,41,0.1%,-2%,14%,18%,16,9,-1%,0.8%,i,2,
CCCCNc1cc(=O)n(C)c(=O)[nH]1,3.2,58,5.8%,-7%,45%,-8%,7,-9,2%,1.5%,i,13,
Cc1ccc(-c2csc(NC(=O)CN3C(=O)CCC3=O)n2)cc1,-0.6,54,-0.2%,-2%,-5%,4%,1,0,5%,1.3%,i,-9,
O=C(OCc1c(-c2ccccc2)ncc2ccccc12)c1cccc(Br)c1,2.9,42,1.1%,·,·,·,·,·,-1%,4.0%,·,·,
CN(C)C(=O)N=NC(=O)N(C)C,-0.1,48,-2.8%,·,·,·,·,·,-3%,-0.5%,·,·,
O=C1[C@@H]2Cc3c([nH]c4ccccc34)C(c3ccccc3)N2C(=O)CN1CCO (some centres undefined),-0.7,93,-0.1%,-5%,39%,7%,·,·,5%,2.8%,·,·,
O=C1/C(=C/c2ccccc2)CSc2sccc21,0.2,60,0.2%,-2%,0%,-10%,-41,-27,-15%,4.5%,i,8,
O=C(CCSc1ccccc1)Nc1ccccc1Br,0.1,54,0.2%,4%,-5%,-1%,12,19,-5%,2.9%,i,-12,
O=C(CCN1C(=O)[C@@H]2Cc3ccccc3CN2C1=O)N[C@@H](Cc1ccccc1)C(=O)O,-0.7,84,0.2%,-7%,1%,0%,·,·,-2%,0.5%,·,·,
Cc1[nH]c(=S)c(C#N)c(-c2ccco2)c1C(=O)N(C)C,-0.7,38,1.3%,1%,73%,-1%,8,12,4%,0.0%,i,7,
CCC(C(=O)O)N1C(=O)C2CCCCC2C1=O (centres undefined),2.6,66,0.1%,-10%,-7%,-1%,·,·,-2%,-0.9%,·,·,
COc1ccc(-c2noc(COc3ccc(C)c(C)c3)n2)cc1OC,-0.8,46,0.1%,6%,3%,-13%,14,2,-8%,3.0%,i,-5,
CCOC(=O)c1c(C)n(C)c2ccc(OCC(O)CN3C(=O)c4ccccc4S3(=O)=O)cc12 (centres undefined),5.2,79,0.6%,4%,6%,-14%,-12,6,-2%,·,i,-6,
COC(=O)CC1C(=O)NC2CCCCC2N1C(=O)c1ccccc1 (centres undefined),4.7,62,2.2%,-10%,-1%,11%,-10,2,1%,0.3%,i,-4,
O=C(O)CSc1nccn1-c1cccc(Cl)c1,1.8,36,11%,-7%,1%,-1%,8,17,-4%,0.8%,i,-6,
COc1ccc(S(=O)(=O)N2CCN(C(=O)c3cccnc3)CC2)cc1OC,2.5,56,-0.1%,-12%,0%,-17%,·,·,-4%,0.3%,·,·,NS5 inhibitors pilot replicate=2.4
O=C(NCCc1ccccc1)C1CCN(S(=O)(=O)c2ccc(-c3nn[nH]n3)cc2)CC1,-1.4,36,0.7%,2%,29%,13%,10,21,-3%,0.6%,i,-1,
CC1CCN(CCCCOc2ccc(F)cc2)CC1,0.8,48,-0.1%,-12%,-6%,-6%,·,·,-3%,-2.1%,·,·,
NC(=O)Cc1ccc(C(=O)c2ccc(Cl)cc2Cl)s1,3.9,46,1.2%,-6%,4%,23%,-43,-14,-9%,2.3%,i,5,
CS(=O)(=O)c1ccc(C(=O)Nc2cc(S(C)(=O)=O)ccc2Cl)cc1,1.7,63,0.6%,-7%,?,8%,-15,-19,0%,0.5%,i,-5,
COc1ccccc1NC(=O)CCC(=O)c1ccc(-c2ccccc2)cc1,0.1,50,-0.3%,2%,0%,4%,9,-3,-9%,2.2%,i,1,

# Five compounds drawn at random from the list so far:
SMILES,NTR1 agonist,NTR1 agonist cell count 20 µM,UTI89 phage lysis,LYP phosphatase,AID2073,GPR35 arrestin U2OS,WT yeast gro inh,WT yeast gro inh mutant strain,NS5 inhibitors,RSV CPE inhibition,Autophagy mod,Autophagy mod cell loss 18 h,others
Cc1ccc(-c2csc(NC(=O)CN3C(=O)CCC3=O)n2)cc1,-0.6,54,-0.2%,-2%,-5%,4%,1,0,5%,1.3%,i,-9,
NC(=O)Cc1ccc(C(=O)c2ccc(Cl)cc2Cl)s1,3.9,46,1.2%,-6%,4%,23%,-43,-14,-9%,2.3%,i,5,
CCOC(=O)c1c(C)n(C)c2ccc(OCC(O)CN3C(=O)c4ccccc4S3(=O)=O)cc12 (centres undefined),5.2,79,0.6%,4%,6%,-14%,-12,6,-2%,·,i,-6,
COC(=O)CC1C(=O)NC2CCCCC2N1C(=O)c1ccccc1 (centres undefined),4.7,62,2.2%,-10%,-1%,11%,-10,2,1%,0.3%,i,-4,
CN(C)C(=O)N=NC(=O)N(C)C,-0.1,48,-2.8%,·,·,·,·,·,-3%,-0.5%,·,·,
